Source: PubChem (National Center for Advancing Translational Sciences (NCATS))
LDHA inh = blocks human lactate dehydrogenase A; P00338; purified LDHA, NADH/diaphorase-resazurin fluorescence; active compounds read low; activity change, % (values are at about 110 or 230 µM); 480,000 tested, 0.15% active; AID 1347041; in the data active means activity change below about -30%;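 further: plate controls were DMSO wells for no effect and wells without enzyme for full effect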
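Human LDH5 at 2 nM final in Tris HCl pH 7.4 with 0.06 mM NADH and 0.2 mM pyruvate, reacted 5 minutes at room temperature. Remaining NADH coupled via diaphorase/resazurin; resorufin fluorescence read at 0 and 20 minutes, normalized to enzyme-free and DMSO wells.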
* marks the source's active call; other numbers are inactive results. An excerpt; rates above refer to the full screens.

SMILES	LDHA inh
O=C(NCc1ccccc1OC(F)F)c1ccccc1-n1cnnn1	-3
O=C(CCc1ncc(-c2ccccc2)o1)NCc1ccc(C(=O)N2CCCC2)cc1	4
COC(=O)C1(C(=O)OC)CC(C(=O)OC)(C(=O)OC)C(C(=O)OC)(C(=O)OC)C1	9
Cn1cc2ccc(-c3ccc4ncnc(NCc5cccs5)c4c3)cc2n1	-1
COc1ccccc1CNC(=O)Cn1c(=O)c2c(ncn2C)n(C)c1=O	0
O=C(Nc1ccc(Cl)cc1)N1CCN(CCc2ccncc2)CC1	4
O=C(Cc1ccc2c(c1)CCCC2)NC1CCCCC1	0
Clc1ccc(Sc2ccc(Sc3ccc(Cl)cc3)nn2)cc1	5
Cc1cccc(NC(=O)c2ccccc2NC(=O)CSc2ncnc3ccccc23)c1	4
CCOC(=O)CN(CCOC)C(=O)CCCc1ccccc1	3
N#Cc1ccc(CCC(=O)NCCc2ccccn2)cc1	0
CC(C)C(=O)NNC(=O)c1ccc(F)cc1	-4
CC(/C=C/N(C)C)=C\C=[N+](C)C	0
O=C1Nc2cc3c(cc2C1(O)C(F)(F)F)OCO3 (configuration not stated)	-12
CCOC(=O)c1nn(-c2ccc(OC)cc2)c(=O)c2c(NC(=O)Cc3ccccc3)scc12	1
CC(C)NC(=O)/C=C/c1ccc(F)cc1	-1
O=S(=O)(NCCc1coc(-c2ccc(F)cc2)n1)c1ccccc1	0
CC(C)CS(=O)(=O)CCC(=O)O	-4
CC(=O)Oc1c(Cl)cc(Cl)cc1Sc1cc(Cl)cc(Cl)c1OC(C)=O	1
CC(/C=N/NC(=O)C1CC1)c1ccccc1 (configuration not stated)	-2
COc1ccc(C(C)(C)C)cc1NC(=O)Cc1nc(-c2ccccc2)oc1C	12
CCc1ccc2oc(=O)cc(-c3oc4ccccc4c3NC(=O)C3CC3)c2c1	1
CCn1c(-n2nc(C)c(C)c2C)nc2c1c(=O)n(Cc1ccccc1)c(=O)n2C	-2
O=C(CSc1nc2ccccc2o1)Nc1cccc(Cl)c1	16
CCOc1ccc(NC(=O)CSCc2cc(=O)n3cccc(C)c3n2)cc1	3
CC1=CC(=O)c2ccc3c4c(ccc1c24)CC3	9
CC(C)CC(=O)N1CCC(NC(=O)c2ccc3ccccc3n2)CC1	0
O=C(O)Cc1ccc(N2C(=O)C(=O)/C(=C(/O)c3ccccc3Cl)C2c2ccc(C(=O)O)cc2)cc1 (configuration not stated)	-10
COc1ccc(-c2cc(=O)c3cc(OCC(=O)Nc4ccccc4)ccc3o2)cc1	15
Cc1ccc(COC(=O)c2ccccc2Sc2ccccc2C#N)cc1	-6
CCOP(=O)(OCC)c1nc(-c2ccc([N+](=O)[O-])cc2)oc1NCc1ccc(C)cc1	5
COc1cc(C2CC(=O)Nc3c(-c4ccc(Cl)cc4)nsc32)cc2c1OCO2 (configuration not stated)	0
CC1=C(Cc2cc3ccc(=O)oc3cc2O)CC(C)(C)CC1	7
Cc1cc(NC(=O)C(C)Oc2cccc(Cl)c2)n(C)n1 (configuration not stated)	8
Cc1ccccc1/C=C/C(=O)c1ccco1	0
O=C(NC12CC3CC(CC(C3)C1)C2)C(F)(F)F	3
COC(=O)COc1cc(C)cc2oc(=O)cc(-c3ccccc3)c12	-16
NNc1cc(Cl)c(Cl)cc1[N+](=O)[O-]	19
CC(C)C(=O)NCCNC(=O)c1cn(C)c2ccccc12	3
O=S(=O)(c1cccc(Br)c1)N1CCN(c2nc3ccccc3o2)CC1	-5
Cc1ccccc1CNC(=O)COc1ccc(-c2nc(C(C)C)no2)cc1	-4
Cc1ccc2cc(C(=O)N3CCC(N4CCCCC4)CC3)[nH]c2c1	-4
Cc1sc2ncn(CC(=O)NC3CCCc4ccccc43)c(=O)c2c1C (configuration not stated)	0
COc1ccc(Nc2nc3ccccc3nc2NS(=O)(=O)c2ccc(F)cc2)c(OC)c1	10
C=CCNC(=O)Nc1cc(C(=O)NC)ccc1Cl	3
CC(NC(=O)CSc1nnc(-c2ccncc2)n1-c1ccc(F)cc1)c1ccc2c(c1)OCCO2 (configuration not stated)	5
O=C(O)c1ccccc1-c1cc2ccccc2oc1=O	-2
NC(N)=NCc1ccco1	-3
O=C(Nc1ccc(Cl)cc1)c1nccnc1-c1nc2ccccc2s1	10
CCc1ccc(NC(=O)c2nccnc2N)cc1	2

Later entries.
SMILES	LDHA inh
Cc1cc(C)c(NS(=O)(=O)c2c(C)cc(N3C(=O)CCS3(=O)=O)cc2C)c(Cl)c1	8
CC(=O)Nc1ccc(NC(=O)Cn2ccc3c(Cl)cccc32)cc1	-1
Cc1cccc(C)c1OC(=O)c1ccc(C#N)cc1	-3
COc1cc(C2c3c(-c4cc(Cl)c(C)cc4O)n[nH]c3C(=O)N2Cc2ccco2)ccc1O (configuration not stated)	-7
O=C(NC1CCN(C(=O)c2cc(C3CC3)nc3ccccc23)CC1)C1CC1	12
Cc1ccccc1-c1nnn(Cc2cc(=O)oc3c(C)c(C)ccc23)n1	0
CC(Sc1nnc(COc2ccc3c(c2)CCCC3)n1C)C(=O)Nc1ccc2c(c1)OCO2 (configuration not stated)	-15
CCn1nc(C(=O)OC(C)C(=O)N2CCCc3ccccc32)c2ccccc2c1=O (configuration not stated)	-3
CN(Cc1ccc(OC(F)F)cc1)C(=O)c1nn(Cc2ccccc2)c(=O)c2ccccc12	13
CC1=CCC2C(C)(CC[C@H](O)C2(C)C)C1COc1ccc2ccc(=O)oc2c1 (some centres not stated)	3
COc1cc(OC)c(C(=O)Oc2ccc(C#N)cc2OC)cc1OC	3
COc1ccc(OC)c(CCNC(=O)NCc2noc3ccccc23)c1	3
COc1cccc(Cn2ncc3c4sc(C)cc4n(C)c3c2=O)c1	1
CCOC(=O)C1CCN([C@H]2CS(=O)(=O)C[C@@H]2S(=O)(=O)c2ccc(F)c(C)c2)CC1	-2
O=C(CCc1nc(CSc2nc3ccccc3o2)no1)Nc1ccc2ccccc2c1	3
O=C(CSc1nc2ccccc2s1)c1cccc(C(F)(F)F)c1	8
CC(=O)Nc1cccc(Oc2ccc3nnc(-c4ccc(Br)cc4)n3n2)c1	0
CC(C)(c1ccccc1)c1cccc(C(C)(C)c2ccccc2)c1O	-5
Cn1c(=O)[nH]c(=O)c2c1nc(N1CCN(Cc3ccccc3Cl)CC1)n2Cc1ccccc1F	-3
CCCn1nc(C(=O)NCC(c2ccc(OC)cc2)N(C)C)c2ccccc2c1=O (configuration not stated)	2
COc1ccc(C(C)=O)cc1CC(=O)NC(c1ccccc1)c1ccc(C)cc1 (configuration not stated)	-1
COc1ccc(C23CC4CC(CC(C4)C2)C3)cc1C(=O)NC(c1ccccc1)c1ccccc1	-1
COc1cc2c(cc1OC)CN(C(=O)CCc1ncc(-c3ccc(Cl)cc3)o1)CC2	6
CC(=O)c1ccc(OCC(O)CN2CCCC(C(F)(F)F)C2)cc1 (configuration not stated)	6
O=C(O)c1cccc(I)c1	5
Cc1cccc(NC(=O)c2cc(-c3ccc(C)o3)nc3ccccc23)n1	10
COc1cccc(N2CCN(CC(=O)NC(=O)NCC(F)(F)F)CC2)c1	-1
O=C(CSc1ncc(-c2ccc(Br)cc2)o1)N1CCCCC1	-2
CC1(C)CC(NC(=S)Nc2cccc(F)c2)CC(C)(C)N1	0
COc1cccc(-c2cc(C(=O)NCCc3cccs3)[nH]n2)c1	7
Cc1ccc(Nc2nc(-c3cc4cc([N+](=O)[O-])ccc4oc3=O)cs2)cc1	-8
COc1cc(CCNC(=O)Cn2c(=O)c(=O)n(C)c3ccccc32)cc(OC)c1OC	1
COCCn1c(SCC(=O)c2cccc(Cl)c2)nc2cc(C(=O)NCC(C)C)ccc2c1=O	-7
N#Cc1ccc(COc2ccccc2C(=O)Nc2ccccc2)cc1	9
CCOc1cccc(Cn2c(=O)c3sccc3n(CC(=O)N(C)C3CCCCC3)c2=O)c1	-7
O=C(CN1CCCc2cc(F)ccc21)Nc1cccc2nsnc12	10
COc1ccc(OC)c(NC(=O)C(C)OC(=O)c2ccsc2)c1 (configuration not stated)	-1
CCOc1cc(C(=O)Nc2ccc(N3CCCC3)c(Cl)c2)cc(OCC)c1OCC	13
Cc1noc(-c2ccccc2NC(=O)C2CC(=O)N(c3cccc(C(F)(F)F)c3)C2)n1 (configuration not stated)	-6
CC(C)OCCCNC(=O)C1CC(=O)N(CCc2c[nH]c3ccc(F)cc23)C1 (configuration not stated)	5
COc1cc2c(cc1OC)-c1c(c(C(=O)Nc3cccnc3)nn1-c1ccccc1)C2	6
COc1ccc(NC(=O)c2cnn3c2NC(C(=O)O)=CC3c2ccc(F)cc2)cc1 (configuration not stated)	18
COc1ccc(-c2nc(NC(=O)c3ccc(C)c(F)c3)n[nH]2)cc1OC	-1
CCc1c(C)sc(NC(=O)C2CC2c2ccccc2)c1C#N (configuration not stated)	1
CC(C)(C)c1ccc(C(=O)N/N=C/C2CC3CCC2C3)cc1 (configuration not stated)	-7
Cc1cccc(-n2c(C)c(C)c3c2ncn2nc(-c4ccncc4)nc32)c1C	1
CCCC(=O)Nc1ccc2oc(-c3ccc(Br)c(C)c3)nc2c1	0
Cn1nc(C(=O)OCC(=O)NC2CC2)c2ccccc2c1=O	-1
Cc1cc(C)cc(C(=O)NC(C)C(=O)N2CCC3(CC2)NCCc2[nH]cnc23)c1 (configuration not stated)	-5
CC(C)CC(=O)NC(C)C1CC2CCC1C2 (configuration not stated)	-1

The list continues.
SMILES	LDHA inh
CC(=C/c1ccco1)/C=N/Nc1ccc([N+](=O)[O-])cc1[N+](=O)[O-]	3
COP(=O)(OC)c1nc(C(c2ccccc2)c2ccccc2)oc1NCc1ccco1	1
O=C(NCCc1c[nH]c2ccc(Cl)cc12)c1c(F)cccc1F	5
CCOc1cc(CN2CCCCCC2c2ccc(Cl)cc2)ccc1OCC(N)=O (configuration not stated)	7
Cc1ccc(Cl)cc1N1CCN(C(=O)c2noc3c2CCc2sccc2-3)CC1	-2
O=c1c2nccnc2nc(SCc2ccccc2F)n1Cc1ccc2c(c1)OCO2	-5
CCOC(=O)C(C#N)C(C#N)c1ccccc1 (configuration not stated)	3
COc1ccc(C2=NN3C(C2)c2cccc(OC)c2OC32CCN(C(C)=O)CC2)c(OC)c1 (configuration not stated)	4
COc1ccc(S(=O)(=O)Nc2nc3ccccc3nc2Nc2cccc(F)c2)cc1	-6
CCCCN(Cc1ccccc1)c1ccc(NS(=O)(=O)c2cccs2)cc1C(=O)O	5
CCCN(CC(=O)Nc1cccc(C(=O)NC2CC2)c1)Cc1nnc(-c2cccs2)o1	0
CCN(CC)CCNC(=O)c1n[nH]c(=O)c2ccccc12	-1
Cc1ccc(CNc2nc3ccccc3nc2NS(=O)(=O)c2ccccc2)cc1	-1
COc1cc(C#N)ccc1OC(=O)c1ccc(F)cc1Cl	-1
CNC(=O)c1ccc(NC(=O)C2CCCCC2)cc1	4
CC(C(=O)N1CCCCCC1)N1CCC(c2nc3ccccc3o2)CC1 (configuration not stated)	1
O=C(CN1CCN(CCc2ccccc2)CC1)Nc1ccc2c(c1)CCC2	9
CCn1c(=O)c2ccccc2n(CC(=O)Nc2cnc3ccccc3c2)c1=O	6
COc1ccc(C)cc1CN(C)C(=O)C1CCN(C(=O)c2cccc3ccccc23)CC1	4
CCOc1ccccc1Oc1c(C)oc2cc(OC(=O)c3ccc4c(c3)OCO4)ccc2c1=O	1
O=C(COc1ncnc2c(Cl)cc(Cl)cc12)Nc1ccccc1F	-2
COc1ccccc1N1CCN(C(=O)c2ccccc2NC(=O)Cn2c(C)cc(C)c(C#N)c2=O)CC1	22
COc1ccc(C2CC(=O)C(C)C(c3ccc(OC)cc3)N2)cc1 (configuration not stated)	3
c1ccc(-c2cc3ccccn3c2)cc1	60
CN(Cc1ccc2c(c1)OCO2)c1nc(-c2cccnc2)nc2ccccc12	4

Single entries from the entries so far:
CC(C(=O)N1CCCCCC1)N1CCC(c2nc3ccccc3o2)CC1 (configuration not stated) in LDHA inh = 1
Cc1cccc(C)c1OC(=O)c1ccc(C#N)cc1 in LDHA inh = -3
NC(N)=NCc1ccco1 in LDHA inh = -3
COc1cc(OC)c(C(=O)Oc2ccc(C#N)cc2OC)cc1OC in LDHA inh = 3
CC(Sc1nnc(COc2ccc3c(c2)CCCC3)n1C)C(=O)Nc1ccc2c(c1)OCO2 (configuration not stated) in LDHA inh = -15
O=C(NC12CC3CC(CC(C3)C1)C2)C(F)(F)F in LDHA inh = 3
CCn1nc(C(=O)OC(C)C(=O)N2CCCc3ccccc32)c2ccccc2c1=O (configuration not stated) in LDHA inh = -3

Six records picked at random from those above:
SMILES	LDHA inh
CCn1c(=O)c2ccccc2n(CC(=O)Nc2cnc3ccccc3c2)c1=O	6
COc1cc(C#N)ccc1OC(=O)c1ccc(F)cc1Cl	-1
CCN(CC)CCNC(=O)c1n[nH]c(=O)c2ccccc12	-1
COP(=O)(OC)c1nc(C(c2ccccc2)c2ccccc2)oc1NCc1ccco1	1
COc1ccc(C2CC(=O)C(C)C(c3ccc(OC)cc3)N2)cc1 (configuration not stated)	3
COc1ccccc1N1CCN(C(=O)c2ccccc2NC(=O)Cn2c(C)cc(C)c(C#N)c2=O)CC1	22

The list continues:
SMILES	LDHA inh
CCCCCCCCCCCCS(=O)(=O)CC(O)c1ccccc1 (configuration not stated)	1
CCOc1ccc(CNC(=O)c2ccc(NC(=O)c3nnc(C)s3)cc2)cc1	-11
O=[N+]([O-])c1ccc(-c2cc(-c3ccccc3)nc(-c3ccccc3)c2)cc1	9
O=C(/C=C/c1ccc(Cl)cc1)Nc1ccccc1-c1ccccc1	1
N#C/C(=C\c1cccc2ccccc12)c1nc2ccccc2[nH]1	0
